Assay outcomes as filed in PubChem.
EBI2 block: EBI2 (human) antagonism | P32249 | EBI2 beta-arrestin recruitment, luminescence, 7a,25-OHC stimulated | inhibition, % at 5 µM | 360,000 compounds, 0.81% hits | AID 651636; in the data active = inhibition above about 38%;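 note: enzyme fragment complementation signal reports receptor beta-arrestin coupling in cells; 0% = agonist plus DMSO wells and 100% = wells without agonist; some results beyond the cut were filed as inactive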
Target sequence (P32249 whole entry, looked up, the tested form may be a part): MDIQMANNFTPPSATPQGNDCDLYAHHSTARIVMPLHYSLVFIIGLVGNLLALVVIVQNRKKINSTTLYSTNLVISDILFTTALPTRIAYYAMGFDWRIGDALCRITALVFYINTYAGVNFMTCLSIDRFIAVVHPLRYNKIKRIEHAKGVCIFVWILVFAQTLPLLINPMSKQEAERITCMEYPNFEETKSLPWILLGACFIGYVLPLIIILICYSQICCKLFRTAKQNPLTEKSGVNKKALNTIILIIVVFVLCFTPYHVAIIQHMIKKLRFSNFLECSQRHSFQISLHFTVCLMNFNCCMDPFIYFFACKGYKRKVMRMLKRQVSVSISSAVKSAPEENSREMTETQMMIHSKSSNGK
Apaf-1 inh: human Apaf-1 inhibition. inhibition, % at 20 µM. AID 489030. 330,000 compounds, 0.71% hits. reconstituted apoptosome caspase-3 activity, DEVD-Rh110 fluorescence; active = inhibition of at least 40% at 20 µM;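 note: plate controls were DMSO wells for no effect and DEVD-CHO caspase inhibitor wells for full effect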
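Medium: Hepes buffer, pH 7.5 / System: biochemical Apaf-1 apoptosome reconstitution / Measured by: Rh110 fluorescence, excitation 480 nm, emission 540 nm / Times: compound with Apaf-1, dATP, procaspase-3 30 min, then 50 min reaction, room temperature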
UBC13 inh: blocks human UBC13 polyubiquitin chain formation | P61088 | TR-FRET | inhibition, % at 20 µM | 330,000 compounds, 0.47% hits; in the data active = inhibition above about 45%, passing the limit was not always enough; inconclusive = no clear call, values can overlap the other calls
CCR6 antagonist: CCR6 (human) receptor antagonism. P51684. CHO-K1 CCR6 PathHunter beta-arrestin, luminescence, CCL20-stimulated. inhibition, % at 20 µM. 340,000 compounds, 0.49% hits. AID 493098;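 active = compounds whose inhibition of the agonist-driven luminescence signal at 20 µM reaches about 50%, limit read from the data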;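 note: cells stimulated with CCL20 at 14 nM final; plate controls were DMSO with CCL20 for no effect and DMSO without agonist for full effect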
Target sequence (P51684 whole entry, looked up): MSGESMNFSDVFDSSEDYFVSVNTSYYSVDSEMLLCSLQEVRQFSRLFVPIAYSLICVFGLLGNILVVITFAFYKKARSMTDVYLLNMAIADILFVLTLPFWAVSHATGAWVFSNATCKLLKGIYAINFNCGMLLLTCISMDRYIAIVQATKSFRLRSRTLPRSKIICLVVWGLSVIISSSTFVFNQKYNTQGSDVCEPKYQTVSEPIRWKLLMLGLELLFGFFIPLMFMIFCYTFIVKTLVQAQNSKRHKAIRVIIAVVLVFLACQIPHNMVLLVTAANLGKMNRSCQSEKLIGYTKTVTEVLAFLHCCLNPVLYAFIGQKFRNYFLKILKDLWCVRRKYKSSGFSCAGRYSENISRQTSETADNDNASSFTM
697 NFkB inh: lowers PMA/ionomycin-induced NF-kB signal in 697 B cells; 330,000 compounds, 0.33% hits; 697 B-cell NF-kB luciferase reporter, 16 h; inhibition, % at 4 µM; AID 435022; in the data active = inhibition above about 35%
SENP8 block: inhibitors of human SENP8 protease. purified SENP8, Z-RLRGG-aminoluciferin cleavage, luminescence. inhibition, % at 10 µM. 330,000 compounds, 1.2% hits. AID 2540
Target sequence (Q96LD8 whole entry, looked up): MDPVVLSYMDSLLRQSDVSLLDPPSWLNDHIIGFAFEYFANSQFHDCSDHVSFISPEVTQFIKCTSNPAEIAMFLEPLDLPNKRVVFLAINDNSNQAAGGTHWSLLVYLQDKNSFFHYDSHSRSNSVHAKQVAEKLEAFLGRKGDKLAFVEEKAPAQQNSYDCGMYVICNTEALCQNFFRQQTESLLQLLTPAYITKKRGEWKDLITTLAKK
Jurkat NFkB inh: inhibitors of the PMA/ionomycin-induced NF-kB reporter in Jurkat cells. PMA/ionomycin-induced NF-kB luciferase reporter, luminescence. inhibition, % at 4 µM. 330,000 compounds, 0.53% hits
Gli-Sufu antag: Gli-Sufu pathway antagonism | Sufu-KO-LIGHT fibroblasts, Gli luciferase reporter luminescence | inhibition, % at 5 µM | 340,000 compounds, 0.74% hits;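 active = inhibition above about 55%, limit read from the data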;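 note: 0% = DMSO-treated cells and 100% = wells with medium but no cells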
Starred values were filed as active, the others as inactive; ? = inconclusive; . = no result given. Cut-off read from the data, not from the text of the source, unless noted: active = inhibition above about 50%; inactive = the rest. These rows are one share of the data; count on the stated rates, not on these rows.

Under each structure – EBI2 block | Apaf-1 inh | UBC13 inh | CCR6 antagonist | 697 NFkB inh | SENP8 block | Jurkat NFkB inh | Gli-Sufu antag
- O=C(NCc1ccccc1)C(c1ccco1)N(C(=O)c1cnccn1)c1ccc(F)cc1 (centres undefined)
    2 | 3 | -21 | 6 | 4 | -5 | -3 | -1
- CCCS(=O)(=O)c1cnc(C2COc3ccccc3O2)nc1N (centres undefined)
    -8 | -2 | 4 | 12 | -14 | 87* | 48 | 49
- COc1ccc(S(=O)(=O)N2CCOCC2)cc1NC(=O)CSc1n[nH]c(C(C)C)n1
    -5 | 1 | 0 | 10 | 12 | -8 | 7 | 6
- COC(=O)c1ccc(COc2ccc(Cl)cc2)o1
    1 | 5 | 9 | 1 | 1 | 32 | 2 | -9
- CCOC(=O)C1CCCN(C(=O)c2sc3nc4n(c(=O)c3c2C)CCC4)C1 (centres undefined)
    1 | -19 | 2 | -2 | 10 | 3 | 4 | -10
- CCCCNC(=O)NS(=O)(=O)c1ccc(C(=O)OC(C)C)o1
    -3 | 7 | -2 | -8 | 17 | -12 | -14 | 6
- Cn1c(NC(=O)c2ccc(C(C)(C)C)cc2)cc(=O)n(C)c1=O
    -3 | 12 | 6 | -10 | -17 | -5 | -17 | -11
- CCC(C(=O)OCC(=O)c1ccc2c(c1)NC(=O)CO2)c1ccccc1 (centres undefined)
    -5 | 7 | 2 | 11 | 8 | 8 | 0 | -2
- OC[C@H]1O[C@@H](n2cnc3c(Nc4ccccc4)ncnc32)[C@H](O)[C@@H]1O
    -5 | -5 | 6 | 4 | -15 | -4 | -17 | -10
- Cc1cc2cc(CNC(=O)Cc3cccs3)ccc2n1C
    -1 | 23 | -8 | 10 | 26 | 5 | -3 | -3
- CC(Oc1ccc(Br)cc1)C(=O)Nc1ccncc1 (centres undefined)
    11 | 6 | 2 | 2 | 7 | 6 | 18 | 2
- O=C(OCc1cc2ccccc2[nH]c1=O)c1cccnc1
    -21 | 1 | 5 | 2 | 19 | 7 | -3 | 16
- COC(=O)[C@@]1(Cc2ccc(OC)cc2)[C@H]2c3cc(C(=O)N(C)C)n(CCSCCO)c3C[C@H]2CN1C(=O)c1ccccc1
    -12 | 9 | 4 | 7 | 7 | -10 | 6 | 20
- COc1ccc(N(C)C(=O)CN(C)S(=O)(=O)c2ccc3c(c2)c(=O)n(C)c(=O)n3C)c(OC)c1
    -9 | -4 | -1 | 8 | 0 | -4 | 6 | 7
- Cc1cc(C(=O)N(C)CC(=O)Nc2cccc(F)c2)no1
    -6 | 0 | -4 | -12 | 9 | 0 | 14 | -9

Continued; it opens with the 4 that closed the last part.
Under each structure – EBI2 block | Apaf-1 inh | UBC13 inh | CCR6 antagonist | 697 NFkB inh | SENP8 block | Jurkat NFkB inh | Gli-Sufu antag
- O=C(OCc1cc2ccccc2[nH]c1=O)c1cccnc1
    -21 | 1 | 5 | 2 | 19 | 7 | -3 | 16
- COC(=O)[C@@]1(Cc2ccc(OC)cc2)[C@H]2c3cc(C(=O)N(C)C)n(CCSCCO)c3C[C@H]2CN1C(=O)c1ccccc1
    -12 | 9 | 4 | 7 | 7 | -10 | 6 | 20
- COc1ccc(N(C)C(=O)CN(C)S(=O)(=O)c2ccc3c(c2)c(=O)n(C)c(=O)n3C)c(OC)c1
    -9 | -4 | -1 | 8 | 0 | -4 | 6 | 7
- Cc1cc(C(=O)N(C)CC(=O)Nc2cccc(F)c2)no1
    -6 | 0 | -4 | -12 | 9 | 0 | 14 | -9
- Nn1c(=S)[nH]c2sc3c(c2c1=O)CCCC3
    -1 | 4 | ? | 7 | 18 | -1 | 8 | -6
- COc1cc(/C=N/NC(=O)c2sc3nc(C)cc(C)c3c2N)ccc1O
    -10 | -25 | 13 | 8 | 43* | -2 | 7 | -22
- Cc1nc(C(=O)NC2CC2)sc1C1(C)CC(c2cccc([N+](=O)[O-])c2)=NO1 (centres undefined)
    -5 | -2 | -2 | 13 | 8 | -6 | 21 | -28
- Cn1c(=O)oc2cc(S(=O)(=O)NC3CCCc4ccccc43)ccc21 (centres undefined)
    11 | 4 | 0 | 6 | 14 | 3 | 2 | 5
- O=C(CCCOc1ccccc1)Nc1ccncc1
    -2 | -7 | 10 | 16 | 16 | -1 | 16 | -82
- COc1ccc(NC(=O)Cn2nnc(-c3ccccc3NC(=O)C3CC3)n2)cc1
    1 | 8 | 15 | 8 | 0 | 1 | 4 | 7
- Cc1c(NS(=O)(=O)c2ccc(N3CCN(C)CC3)c([N+](=O)[O-])c2)c(=O)n(-c2ccccc2)n1C
    -8 | 5 | -4 | 3 | -14 | 7 | -10 | 4
- O=C(Nc1cccc(NC(=O)c2ccco2)c1)c1cccc(Br)c1
    2 | 3 | 7 | 10 | 10 | 2 | 15 | 2
- CS(=O)c1ccccc1-c1nc(-c2cccc(Cl)c2)no1 (centres undefined)
    2 | 20 | 9 | -3 | 7 | 2 | -8 | -9
- c1ccc(-c2cc3c(N4CCCC4)ncnc3s2)cc1
    -5 | 12 | 15 | 14 | 7 | 0 | 12 | 0
- COc1cc(CCC(=O)NNC(=O)c2ccc(C)cc2)cc(OC)c1OC
    8 | -33 | 10 | 6 | 24 | 2 | 1 | 3
- Cc1ccc(CCNC(=O)C2CC(=O)N(CCc3ccccc3)C2)cc1 (centres undefined)
    17 | -5 | 4 | 8 | -12 | -2 | 2 | -3
- C=CCNc1nc(NCc2ccccc2)nc(OCC)n1
    7 | -3 | -1 | 1 | 3 | -1 | -10 | -9
- CCN(CC(=O)Nc1ccc2c(c1)OCCO2)CC(=O)Nc1ccc2c(c1)OCO2
    3 | 7 | 2 | 4 | 22 | 0 | 10 | -2
- COc1ccccc1OCCC(=O)NNC(=O)c1ccccc1F
    2 | -11 | 3 | 5 | 24 | 4 | -2 | -1

(further entries)
Under each structure – EBI2 block | Apaf-1 inh | UBC13 inh | CCR6 antagonist | 697 NFkB inh | SENP8 block | Jurkat NFkB inh | Gli-Sufu antag
- CCOc1ccc(CCNS(=O)(=O)c2ccc(-c3ccc(=O)[nH]n3)o2)cc1OCC
    -5 | -21 | -2 | -10 | 11 | -3 | 16 | 0
- O=C(CCCn1c(=O)c2ccccc2n(CC(=O)NCc2ccco2)c1=O)NCc1ccco1
    -2 | 12 | -7 | 3 | 0 | -5 | -9 | 4
- CN(C)S(=O)(=O)c1ccc(NC(=O)Cn2ccsc2=N)cc1
    -15 | -17 | -2 | -8 | 22 | 1 | 1 | -6
- CCCN(CC(=O)Nc1ccccc1C)C(=O)Cc1c(C)nc2ccccc2c1C
    1 | -7 | -7 | 5 | -2 | 3 | 5 | -1
- COc1ccc(NC(C)=O)cc1NC(C)C(=O)Nc1cc(C(F)(F)F)ccc1N1CCOCC1 (centres undefined)
    -4 | -1 | 8 | -9 | 7 | 0 | 0 | -1
- Cc1ccc(C)c(OCCC(=O)Nc2ccccc2C(=O)NC2CC2)c1
    -1 | -3 | 5 | 6 | 0 | 10 | 5 | 7
- O=C(C1=C[C@@H](C2CCCCC2)C[C@@H](OCc2ccc(CO)cc2)O1)N1CCN(Cc2ccccc2)CC1
    34 | 22 | 15 | 20 | 15 | -4 | 5 | 12
- Cc1cc(N2CCCC(C(=O)Nc3cccc4ccccc34)C2)n2ncnc2n1 (centres undefined)
    -7 | 1 | 4 | 7 | 9 | -2 | 1 | 5
- O=C(O)C1C2C=CC3(CN(C4CCCC4)C(=O)C13)O2 (centres undefined)
    -13 | -4 | 3 | -8 | 9 | -6 | -11 | -29
- CC(=O)C1=C(C)Nc2cc(C(F)(F)F)ccc2S1
    -6 | -2 | -4 | -9 | 4 | 0 | 2 | 5
- COc1ccc(C2(C)NC(=O)N(CC(=O)c3cc(C)n(C4CC4)c3C)C2=O)cc1OC (centres undefined)
    -13 | 3 | -5 | 5 | -2 | 2 | 7 | 39
- CCN(CC)S(=O)(=O)c1ccc(/C=C/C(=O)OCC(=O)NNC(=O)c2ccc(OC)cc2)cc1
    -1 | -1 | -4 | 13 | 12 | 4 | 2 | -1
- O=C(N/N=C/c1cccc([N+](=O)[O-])c1)C1CC(=O)N(c2ccc(Cl)cc2)C1 (centres undefined)
    17 | 15 | -1 | 1 | 4 | 9 | -17 | 1
- COCCN(C(=O)COC(=O)/C=C/c1ccccc1Cl)c1c(N)n(Cc2ccccc2)c(=O)[nH]c1=O
    -14 | 11 | 5 | 19 | -1 | 6 | -6 | -8
- Cc1ccc(Cn2nc(C)c(NC(=O)c3cc(-c4ccc5c(c4)OCO5)on3)c2C)cc1
    . | -7 | -7 | -11 | 13 | -5 | 29 | 0

Further results:
Under each structure – EBI2 block | Apaf-1 inh | UBC13 inh | CCR6 antagonist | 697 NFkB inh | SENP8 block | Jurkat NFkB inh | Gli-Sufu antag
- CC(C)N(Cc1nc(COc2ccccc2)no1)Cc1nccn1C
    -7 | -14 | 8 | 7 | 9 | 1 | 2 | 2
- Cc1ccc(S(=O)(=O)NCC(c2ccco2)N2CCOCC2)cc1 (centres undefined)
    2 | -5 | 5 | 1 | 14 | -2 | -6 | -1
- CCCCOc1ccc(NC(=O)C2OC3OC(C)(C)OC3C3OC(C)(C)OC23)cc1 (centres undefined)
    -3 | -2 | -2 | 6 | -2 | 8 | -1 | -6
- CC(Cc1cccs1)NC(=O)Nc1ccccc1 (centres undefined)
    -3 | -8 | 2 | 2 | -9 | -1 | -12 | -13
- NC(=O)C(=O)N/N=C1\CCc2ccccc21
    0 | 6 | -10 | 10 | -26 | -5 | -60 | -14
- O=C1CC(C(=O)Nc2cccc(F)c2)n2c(nc3ccccc32)N1 (centres undefined)
    2 | -17 | -3 | -3 | 35* | 0 | -2 | 0
- O=C(/C(=N\Nc1ccc([N+](=O)[O-])cc1)Sc1nnnn1-c1ccccc1)c1ccccc1
    12 | 10 | -21 | 38 | 4 | -10 | -4 | -7
- CC(C)Oc1ccc(N2CC(C(=O)NC3=NCCS3)CC2=O)cc1 (centres undefined)
    -4 | -2 | -6 | -5 | 9 | 5 | -3 | -9
- COc1ccc(NC(=O)CC2C(=O)N(Cc3cccs3)C(=S)N2C(C)C)cc1 (centres undefined)
    -7 | 5 | 2 | 5 | 0 | 3 | 5 | -2
- COc1ccc(C2C(C(C)=O)=C(O)C(=O)N2c2ccc(F)cc2)cc1 (centres undefined)
    6 | -1 | -5 | 7 | 5 | 6 | 7 | 44
- COc1ccccc1CNC(=O)CCNC(=O)Cn1cnc2ccccc2c1=O
    -4 | -2 | -6 | 2 | -2 | -5 | -6 | 4
- O=C(O)CC(C(=O)O)c1ccc(OCCCCOc2ccc(C(CC(=O)O)C(=O)O)cc2)cc1 (centres undefined)
    -10 | -2 | 5 | 5 | 7 | -2 | 5 | 0
- CCOc1ccc(S(=O)(=O)Nc2ccc(C(=O)NCc3ccncc3)cc2)cc1
    7 | 0 | 1 | 4 | 27 | 5 | 12 | -5
- COc1ccccc1C(CNC(=O)CNC(=O)c1ccccc1Cl)N1CCCC1 (centres undefined)
    5 | 61* | 51* | 9 | 5 | 4 | -1 | 12
- CCC1CCCCN1C(=O)COc1ccc(F)cc1 (centres undefined)
    5 | -14 | 2 | 11 | 22 | 4 | -4 | -12
- O=C(O)CCSCC(=O)Nc1c(C(=O)C2CC2)oc2ccccc12
    -6 | -11 | 3 | 14 | 7 | -3 | 0 | 1
- COc1ccc(C2=NN(C(=O)COc3ncnc4ccccc34)C(c3ccco3)C2)cc1 (centres undefined)
    4 | 11 | 9 | 4 | 0 | -3 | 5 | 7

A few values from the results shown.
For UBC13 inh, O=C(O)CC(C(=O)O)c1ccc(OCCCCOc2ccc(C(CC(=O)O)C(=O)O)cc2)cc1 (centres undefined) reads 5
For Gli-Sufu antag, CC(C)Oc1ccc(N2CC(C(=O)NC3=NCCS3)CC2=O)cc1 (centres undefined) reads -9
For Apaf-1 inh, NC(=O)C(=O)N/N=C1\CCc2ccccc21 reads 6
For Jurkat NFkB inh, CCC1CCCCN1C(=O)COc1ccc(F)cc1 (centres undefined) reads -4
For Apaf-1 inh, COc1ccc(C2C(C(C)=O)=C(O)C(=O)N2c2ccc(F)cc2)cc1 (centres undefined) reads -1
